EphA4 KYL inhibition = inhibitors of EphA4 binding to KYL peptide, primary screen, biochemical, colorimetric, mouse EphA4 (AID 689); EphA4-AP binding to KYL peptide, pNPP A405; higher % means a stronger effect; inhibition, % at 10 µM; hits with a dose series show IC50 in µM; 62,000 tested, 0.1% active; in the data active = a potency from the dose series; inactive = the rest, 99 in 100 with inhibition below about 22%
The depositor's hits bear a star; & = joins results of further samples. These rows are one share of the data; the hit share may differ from the screen's.

SMILES	EphA4 KYL inhibition
NC(=O)c1oc2ccccc2c1NC(=O)CN1CCCCC1	-1%
Cc1cccn2c(=O)c3cc(C(=O)N4COCC4(C)C)n(C)c3nc12	-6%
NC(=O)C1CCN(C(=O)CCc2nc3ccccc3c(=O)[nH]2)CC1	-12%
O=C(O/N=C(/c1ccccc1)c1ccncc1)c1ccc(Br)cc1	-10%
Oc1ccccc1NCC(O)Cn1ccc2ccccc21 (stereo unspecified)	-11%
CCCN1Cc2cccc(C(=O)Nc3ccc(CC)cc3)c2C1=O	-21%
CCCC(=O)Nc1sc(C)c(C)c1C(=O)Nc1cccc(C)c1	-4%
COC(=O)c1sccc1NC(=O)c1cc(-c2ccc(C)cc2C)nc2ccccc12	-9%
COc1cc(OC)cc(C(=O)Nc2cccc(Cl)c2Cl)c1	-9%
O=C(Nc1nnc(Cc2ccc(Cl)cc2)s1)c1ccccc1F	-13%
O=C(CN1C(=O)c2ccccc2C1=O)NCC1CCCO1 (stereo unspecified)	3%
CCN1CCn2c3c(c4cc(Cl)ccc42)CCCC31 (stereo unspecified)	1%
CCOC(=O)c1cccnc1SCC(=O)N(CC)c1cccc(C)c1	2%
CC1=Nc2ccccc2/C1=C\c1nc(-c2ccc(C(F)(F)F)cc2)oc1O	20%
COc1ccc(/C(O)=C/C(=O)C(=O)Nc2c(C)n(C)n(-c3ccccc3)c2=O)cc1	-17%
CCOC(=O)COc1ccc2nsnc2c1Cl	-9%
COC(=O)c1cc2c(C)nn(-c3ccccc3)c2s1	-28%
CCc1ccc(CN/C=C/C(=O)c2ccc(Br)cc2)cc1	-6%
COC(=O)c1ccccc1NC(=O)CCNC(=O)Cn1cnc2ccccc2c1=O	-10%
CC1=CC(C)(C)Nc2ccc(OC(=O)c3ccco3)cc21	-3%
O=C(N/N=C/c1cccnc1)C(O)(c1ccccc1)c1ccccc1	-13%
CCOC(=O)C1CCN(C(=O)c2cccc(C(=O)N3CCC(C(=O)OCC)CC3)c2)CC1	-7%
CC(C)CCN1C(=O)CCC1(C)C(=O)NC1CCCCCC1 (stereo unspecified)	6%
Cc1cc(NC(=S)Nc2ccccc2)ccc1Br	-14%
O=C(NCc1ccco1)c1cccc2ccccc12	-7%
Cn1c(SCc2ccc(Br)cc2)nnc1-c1cccs1	-5%
N/C(=N\OC(=O)Cc1ccccc1)c1cccnc1	-6%
Cc1ccc(Cn2nnc3c(=O)n(CC(=O)N4CCCCC4)cnc32)cc1	4%
O=C(CCCn1c(=S)[nH]c2cc3c(cc2c1=O)OCO3)N1CCN(c2ncccn2)CC1	-15%
COc1cccc(C2C(C(=O)Nc3cccnc3)=C(C)Nc3nnnn32)c1OC (stereo unspecified)	-15%

In the list so far, three contain an aryl methoxy group:
SMILES	EphA4 KYL inhibition
COc1cc(OC)cc(C(=O)Nc2cccc(Cl)c2Cl)c1	-9%
COc1ccc(/C(O)=C/C(=O)C(=O)Nc2c(C)n(C)n(-c3ccccc3)c2=O)cc1	-17%
COc1cccc(C2C(C(=O)Nc3cccnc3)=C(C)Nc3nnnn32)c1OC (stereo unspecified)	-15%

(continued)
SMILES	EphA4 KYL inhibition
COc1cccc(/C=C2\N=C(SC)SC2=O)c1OC	-6%
CSC1=NC2C(N1)N(C)C(=O)N2C (stereo unspecified)	-12%
CO/N=C(/c1nonc1N)N1CCN(c2ccc([N+](=O)[O-])cc2)CC1	4%&-13%
CC1=C(C#N)C(=O)N(C)C(C)(C)C1	-36%
O=C1NC(=O)/C(=C/c2ccccc2OCc2ccccc2Cl)S1	-6%
O=C(CN(c1cccc(Br)c1)S(=O)(=O)c1ccccc1)N1CCOCC1	1%
O=C(COc1ccc(Cl)cc1)OCC(=O)N1CCCCCC1	2%
CNc1oc(-c2ccc(C)cc2)nc1P(=O)(c1ccccc1)c1ccccc1	5%
COc1ccc(S(=O)(=O)N2CCN(C(=O)COc3ccc4c(C)cc(=O)oc4c3)CC2)cc1	-8%
CCCC(=O)Nc1nc2ccc(NC(=O)c3cccnc3)cc2s1	-2%
Cc1ccc(C2=C/C(=C\c3ccc(C)c([N+](=O)[O-])c3)C(=O)O2)cc1	4%
CCC(=O)Nc1ccc(-c2nc3cc(Cl)ccc3o2)cc1	0%
CCn1nnc(-c2ccccc2NC(=O)c2cc(OC)cc(OC)c2)n1	-8%
Cn1c(=O)c2c(ncn2CC(=O)OCc2ccccc2)n(C)c1=O	-12%
O=C(c1cc(-c2ccccc2O)on1)N1CCCC1	-6%
CCCCC(=O)NC(Nc1nc(C2CC2)cs1)(C(=O)OCC)C(F)(F)F (stereo unspecified)	-52%
CC1(C(=O)O)CCC(C(=O)Nc2ccc(S(N)(=O)=O)cc2)C1(C)C (stereo unspecified)	-4%
COC(=O)CSc1nc(C2CC2)cc(C(F)(F)F)c1C#N	-11%
CCC(=O)NC(=S)Nc1ccc(NC(=O)COc2ccc(Cl)cc2Cl)cc1	0%
CCN(CC)C(=O)CSc1nnc(-c2cc3ccccc3cc2O)n1CC	1%
O=C(COc1ccc(Br)cc1)Nc1ccc2oc(-c3cccnc3)nc2c1	-1%
CCCc1cc(N2CCCC(C(=O)Nc3c(OC)cccc3OC)C2)n2ncnc2n1 (stereo unspecified)	2%
Cc1ccc(CNC(=O)c2cc3c(=O)n4cccc(C)c4nc3n(CC3CCCO3)c2=N)cc1 (stereo unspecified)	-14%
Cc1cccc2cc(C#N)c(N3CCN(C)CC3)nc12	6%
Fc1ccc(/C=C2\CCCC3=C2Nc2ncnn2C3c2ccc(F)cc2)cc1 (stereo unspecified)	-12%
Cn1c(N2CCN(c3ccccn3)CC2)nc2c1c(=O)n(Cc1ccc(Cl)cc1)c(=O)n2C	13%
Cc1cc(C)n(-c2nc(N(C)C)nc(N3CCOCC3)n2)n1	-8%
COc1ccc(S(=O)(=O)Nc2ccc(F)cc2)cc1N(C)S(=O)(=O)c1ccc(Cl)cc1	5%
CCOc1cc(C=O)c(Br)cc1OC1CCCC1	0%
CCC(c1nnnn1CC1CCCO1)N(CCN1CCOCC1)Cc1cc2cc(C)ccc2[nH]c1=O (stereo unspecified)	0%
N#Cc1cc2c(nc1SCC(=O)NCc1ccc3c(c1)OCO3)CCCCC2	-17%
O=c1oc2ccccc2cc1-c1nc2c(s1)CCCC2	-11%
CC1CCc2cccc3c2N1c1cc(C#N)c(C#N)cc1O3 (stereo unspecified)	10%
CC(=O)c1cccc(S(=O)(=O)N2CCCC(c3nc(-c4ccc(C)o4)no3)C2)c1 (stereo unspecified)	8%
COc1ccc2[nH]cc(S(=O)(=O)c3ccc(F)cc3)c(=O)c2c1	-3%
Cc1cccc(NC(=O)c2cccs2)n1	-5%
CCOC(=O)N1CCN(CC(O)COCCC23CC4CC(CC(C4)C2)C3)CC1 (stereo unspecified)	3%
COc1ccc(C2=NN(c3nc(-c4ccc(C)c(C)c4)cs3)C(c3ccc(OC)cc3)C2)cc1 (stereo unspecified)	-11%
Cc1cc(C)nc(Nc2ccc(C(=O)O)cc2)n1	-5%
Cc1ccccc1C(=O)NCc1nnc(SCC(=O)N2c3ccccc3Sc3ccccc32)n1C	6%
CCN(CC)c1ccc(N=Cc2c(O)[nH]c(=S)[nH]c2=O)cc1	0%
COc1ccc(NC(=O)C(c2ccccc2)c2ccccc2)c([N+](=O)[O-])c1	-4%
Cc1ncsc1C(=O)Nc1nc2c(s1)CC(C)CC2 (stereo unspecified)	-13%
O=S1(=O)C=C(N2CCOCC2)c2ccccc21	-16%
COc1cc(CN2CCN(c3cccc(C)c3C)CC2)cc(Br)c1O	-9%
COC(=O)CSc1ncnc2c1sc1nc(N3CCOCC3)c3c(c12)CCCC3	12%
O=C(NCc1ccc(F)cc1)c1cc(-c2cccs2)on1	-2%
COCCOC(=O)c1c(C)oc2ccc(OC(=O)c3ccc(OC)cc3)cc12	1%
CCCN1C(=O)C(Cc2nc3ccccc3c(=O)n2C)c2ccccc21 (stereo unspecified)	5%
CCOC(=O)c1[nH]c2ccc(Br)cc2c1NC(=O)CCN1CCC(C)CC1	-4%
Cc1ccc(N2CCCn3c2nc2c3c(=O)n(CC(=O)OCc3ccccc3)c(=O)n2C)cc1C	-15%
COC(=O)Nc1ccc(S(=O)(=O)Nc2ccc(C)cc2)cc1	-14%
CCOC(=O)c1c(NC(=O)Nc2ccc(Cl)cc2)sc(C)c1C	-9%
CCC(C(=O)NC1CCCC1)N(C(=O)Cn1nnc(-c2ccc(C)o2)n1)C(C)(C)C (stereo unspecified)	6%
O=C(NCc1ccco1)c1ccc(CS(=O)(=O)c2cccc(C(F)(F)F)c2)o1	-10%
COc1ccccc1/C=C1/SC(=S)N(Cc2ccccc2)C1=O	-2%
Cc1cc(Cl)c2c(c1)[C@]1(C(=O)N2)[C@@H]2C(=O)N(Cc3ccccc3)C(=O)[C@@H]2[C@@H]2CCCN21	-6%
CCOC(=O)CSc1nnc(CNC(=O)c2cccs2)n1CCc1ccccc1	-5%
CCc1c(C)nc2c(OC)cccc2c1Cl	0%
CNS(=O)(=O)c1cccc(C(=O)OCC(=O)Nc2ccccc2OC(F)F)c1	-3%
(next part)
SMILES	EphA4 KYL inhibition
COC(=O)c1[nH]c2ccccc2c1NS(=O)(=O)c1ccc(F)c(C)c1	-9%
COc1ccccc1NC(=O)CSc1nc(C)c2c(c1C#N)CCCC2	7%
O=C(Cn1c(=O)n(-c2ccccc2)c(=O)n1CC(=O)N1CCCCC1)N1CCCCC1	-4%
CCOc1ccc(N(CC(=O)OC)S(=O)(=O)c2ccc3c(c2)n(C)c(=O)c(=O)n3C)cc1	-3%
Cc1cc(F)ccc1S(=O)(=O)Nc1c(C)n(C)n(-c2ccccc2)c1=O	2%
O=C(Nc1ccc(N2CCCC2)cc1)C(c1ccccc1)c1ccccc1	2%
O=C(CSc1nc2ccccc2c(=O)n1-c1ccccc1)Nc1ccccc1	2%
COc1ccc(-c2cc(=O)oc3c(C)c(OCc4nn[nH]n4)ccc23)cc1	3%
Cc1ccc(NC(=O)CS(=O)(=O)c2ccccc2)cc1	6%
Cc1ccc(S(=O)(=O)N2CCN(C(=O)CN3CCOCC3)C2c2ccccc2)cc1 (stereo unspecified)	-23%
Nc1ccc(SC(F)(F)F)cc1C(=O)c1ccccc1	-7%
Cc1ccc(SC(C)C(=O)Nc2cccnc2)cc1 (stereo unspecified)	-12%
CC(=O)c1ccc(NC(=O)c2ccc(-c3ccc([N+](=O)[O-])cc3)o2)cc1	-16%
CCC(=O)N1c2ccccc2NC2=C(C(=O)CCC2)C1c1cccnc1 (stereo unspecified)	-13%
COC(=O)C1=C(C)N=C2SC(C)C(=O)N2C1c1cccs1 (stereo unspecified)	3%
O=C(NCCc1c[nH]c2ccccc12)c1ccc(-n2cnnn2)cc1	-3%
CC(=O)Nc1ccc(NC(=O)C(C)OC(=O)CN(C)S(=O)(=O)c2ccc(Cl)cc2)cc1 (stereo unspecified)	-5%
O=C(NC(Nc1ccccc1)C(=O)c1cccs1)c1ccccc1 (stereo unspecified)	-4%
CCOC(=O)Nc1ccc2c(c1)N(C(=O)CCN1CCOCC1)c1ccccc1S2=O (stereo unspecified)	1%
Nc1nc(NC(=O)c2ccco2)nn1-c1ccccc1	-12%
CCOC(=O)c1ccc(Nc2cc(C)nc(N3CCOCC3)n2)cc1	-10%
O=C(COC(=O)c1ccccn1)Nc1cccc(Cl)c1Cl	-3%
Cc1ccc(NC(=O)CCC(=O)O)c(C)c1	0%
c1ccc(CCn2nnnc2CN2CCCc3ccccc32)cc1	-2%
COc1ccccc1C(=O)Nn1cnc2ccccc2c1=O	-8%
O=C(COC(=O)CCCNC(=O)c1ccc(Cl)cc1)NC1CC1	3%
Cc1cc(NC(=O)c2c(-c3ccccc3Cl)noc2C)no1	-4%
COCCN1C(=O)C(=O)/C(=C(/O)c2cccc(OC)c2)C1c1ccco1 (stereo unspecified)	12%
COc1ccc(N(CC(=O)Nc2nccs2)S(=O)(=O)c2c(C)nn(C)c2C)cc1	4%
O=C(c1cc(-c2ccc(Cl)cc2)n(-c2cc(Cl)ccc2Cl)n1)N1CCOCC1	-6%

Some of the entries above in another layout:
EphA4 KYL inhibition	canonical_smiles
2%	O=C(CSc1nc2ccccc2c(=O)n1-c1ccccc1)Nc1ccccc1
3%	COc1ccc(-c2cc(=O)oc3c(C)c(OCc4nn[nH]n4)ccc23)cc1
6%	Cc1ccc(NC(=O)CS(=O)(=O)c2ccccc2)cc1
-23%	Cc1ccc(S(=O)(=O)N2CCN(C(=O)CN3CCOCC3)C2c2ccccc2)cc1 (stereo unspecified)
-7%	Nc1ccc(SC(F)(F)F)cc1C(=O)c1ccccc1
-12%	Cc1ccc(SC(C)C(=O)Nc2cccnc2)cc1 (stereo unspecified)
-16%	CC(=O)c1ccc(NC(=O)c2ccc(-c3ccc([N+](=O)[O-])cc3)o2)cc1
-13%	CCC(=O)N1c2ccccc2NC2=C(C(=O)CCC2)C1c1cccnc1 (stereo unspecified)
3%	COC(=O)C1=C(C)N=C2SC(C)C(=O)N2C1c1cccs1 (stereo unspecified)
-3%	O=C(NCCc1c[nH]c2ccccc12)c1ccc(-n2cnnn2)cc1
-5%	CC(=O)Nc1ccc(NC(=O)C(C)OC(=O)CN(C)S(=O)(=O)c2ccc(Cl)cc2)cc1 (stereo unspecified)
-4%	O=C(NC(Nc1ccccc1)C(=O)c1cccs1)c1ccccc1 (stereo unspecified)
1%	CCOC(=O)Nc1ccc2c(c1)N(C(=O)CCN1CCOCC1)c1ccccc1S2=O (stereo unspecified)
-12%	Nc1nc(NC(=O)c2ccco2)nn1-c1ccccc1
-10%	CCOC(=O)c1ccc(Nc2cc(C)nc(N3CCOCC3)n2)cc1
-3%	O=C(COC(=O)c1ccccn1)Nc1cccc(Cl)c1Cl
0%	Cc1ccc(NC(=O)CCC(=O)O)c(C)c1
-2%	c1ccc(CCn2nnnc2CN2CCCc3ccccc32)cc1
-8%	COc1ccccc1C(=O)Nn1cnc2ccccc2c1=O
3%	O=C(COC(=O)CCCNC(=O)c1ccc(Cl)cc1)NC1CC1
-4%	Cc1cc(NC(=O)c2c(-c3ccccc3Cl)noc2C)no1

(continued)
SMILES	EphA4 KYL inhibition
CC1(C)CC(CC(=O)O)(c2ccc(F)cc2)CCO1 (stereo unspecified)	-12%
Clc1cccc(Cl)c1CSc1nnc(CN2CCOCC2)n1-c1ccccc1	-3%
Nc1nnc(SCC(=O)Nc2ccccc2[N+](=O)[O-])s1	-10%
COc1cccc(OC)c1OCc1cc(C2C3CCCC=C3C(C#N)=C(N)C2(C#N)C#N)c(C)cc1C (stereo unspecified)	-1%
